Compound activity as filed in PubChem.
CCR6 antagonist: antagonists of human CCR6 receptor; P51684; CHO-K1 CCR6 PathHunter beta-arrestin, luminescence, CCL20-stimulated; inhibition, % at 20 µM; 0.49% of 340,000 active;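 active = compounds whose inhibition of the agonist-driven luminescence signal at 20 µM reaches about 50%, limit read from the data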;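 note: cells stimulated with CCL20 at 14 nM final; plate controls were DMSO with CCL20 for no effect and DMSO without agonist for full effect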
Target sequence (P51684 whole entry, looked up): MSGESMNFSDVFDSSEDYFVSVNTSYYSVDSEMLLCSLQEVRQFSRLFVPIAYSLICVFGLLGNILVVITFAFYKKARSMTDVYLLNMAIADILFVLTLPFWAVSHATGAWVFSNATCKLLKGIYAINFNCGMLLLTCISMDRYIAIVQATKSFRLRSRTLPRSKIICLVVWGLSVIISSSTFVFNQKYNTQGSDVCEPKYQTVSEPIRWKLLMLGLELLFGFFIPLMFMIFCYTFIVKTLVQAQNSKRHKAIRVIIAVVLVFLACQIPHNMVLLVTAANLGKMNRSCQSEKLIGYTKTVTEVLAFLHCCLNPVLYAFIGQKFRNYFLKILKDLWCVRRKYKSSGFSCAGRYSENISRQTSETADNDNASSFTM
NR3A LBD binder: modulates the human NR3A ligand-binding domain; 2.5% of 340,000 active; Tm shift relative to glycine control, % at 25 µM; NR3A LBD differential scanning fluorimetry, Tm shift; 0% = protein alone, 100% = glycine-bound protein;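 active = melting temperature shift of at least 10% of the positive control shift, at one fixed dose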
CXCR6 block: CXCR6 (human) receptor inhibition; O00574; CHO-K1 PathHunter CXCR6 beta-arrestin, luminescence; inhibition, % at 20 µM; 0.36% of 360,000 active; AID 602244; in the data active = inhibition above about 34%, passing the limit was not always enough;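 note: antagonist mode with CXCL16 agonist at 10 nM final; 0% = 10 nM CXCL16 with DMSO and 100% = unstimulated wells without agonist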
Target sequence (O00574 whole entry, looked up): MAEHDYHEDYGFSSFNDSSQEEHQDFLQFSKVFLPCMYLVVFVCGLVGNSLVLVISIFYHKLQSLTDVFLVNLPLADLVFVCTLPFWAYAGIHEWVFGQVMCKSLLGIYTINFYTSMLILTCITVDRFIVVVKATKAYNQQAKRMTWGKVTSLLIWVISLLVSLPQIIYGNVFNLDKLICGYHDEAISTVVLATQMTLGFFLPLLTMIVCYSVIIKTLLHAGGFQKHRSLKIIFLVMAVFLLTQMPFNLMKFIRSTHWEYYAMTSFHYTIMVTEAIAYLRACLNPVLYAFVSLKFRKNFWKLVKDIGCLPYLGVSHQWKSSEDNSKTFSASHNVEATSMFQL
APOBEC3A inh: inhibitors of human APOBEC3A DNA deaminase; P31941; recombinant A3A, FAM/TAMRA ssDNA deamination fluorescence; inhibition, % at 20 µM; 0.41% of 330,000 active; AID 493011;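 active = at least 40% inhibition at 20 µM here, with at most 30% in a related deaminase screen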;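 note: plate controls were A3A with DMSO for no effect and wells lacking A3A enzyme for full effect; some results filed as inactive read as strong as hits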
A3G deaminase: APOBEC3G (human) deaminase inhibition | Q9HC16 | recombinant A3G, ssDNA deamination FAM/TAMRA fluorescence | inhibition, % at 20 µM | 0.28% of 330,000 active;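 active = inhibition of at least 40% at 20 µM, with no more than 30% in the related APOBEC3A deaminase screen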;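 note: plate controls were DMSO wells with A3G for no effect and wells lacking A3G enzyme for full effect; some compounds called inactive have numbers as strong as hits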
MPTP inh: inhibitors of mitochondrial permeability transition pore | isolated mouse mitochondria, Ca2+ swelling absorbance, 30 min | inhibition, % at 10 µM | 1.4% of 360,000 active | AID 602449;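 active = inhibition of 50% or more, scaled per plate between neutral and stimulator controls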;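 note: 0% = DMSO wells given calcium and 100% = 1 mM EGTA wells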
EBI2 antag: blocks human EBI2 receptor beta-arrestin signaling | EBI2 beta-arrestin recruitment, luminescence, 7a,25-OHC stimulated | inhibition, % at 5 µM | AID 651636 | 0.81% of 360,000 active; in the data active = inhibition above about 38%;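 note: enzyme fragment complementation signal reports receptor beta-arrestin coupling in cells; 0% = agonist plus DMSO wells and 100% = wells without agonist; some results beyond the cut were filed as inactive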
Target sequence (P32249 whole entry, looked up, the tested form may be a part): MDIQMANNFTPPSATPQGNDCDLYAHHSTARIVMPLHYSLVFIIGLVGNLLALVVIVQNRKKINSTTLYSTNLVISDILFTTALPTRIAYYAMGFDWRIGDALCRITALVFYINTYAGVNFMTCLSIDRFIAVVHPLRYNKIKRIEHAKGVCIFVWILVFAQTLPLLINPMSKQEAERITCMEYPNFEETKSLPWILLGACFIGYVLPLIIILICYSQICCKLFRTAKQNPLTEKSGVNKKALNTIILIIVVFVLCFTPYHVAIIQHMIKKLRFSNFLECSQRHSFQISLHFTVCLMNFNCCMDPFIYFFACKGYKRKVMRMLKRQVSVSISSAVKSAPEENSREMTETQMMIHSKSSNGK
Gli-Sufu block: antagonists of Gli-Sufu signaling; Sufu-KO-LIGHT fibroblasts, Gli luciferase reporter luminescence; inhibition, % at 5 µM; 0.74% of 340,000 active;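 active = inhibition above about 55%, limit read from the data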;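 note: 0% = DMSO-treated cells and 100% = wells with medium but no cells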
* marks the source's active call; other numbers are inactive results; nt = not tested or not shown.

| SMILES | APOBEC3A inh | MPTP inh | NR3A LBD binder | CCR6 antagonist | CXCR6 block | Gli-Sufu block | EBI2 antag | A3G deaminase |
| --- | --- | --- | --- | --- | --- | --- | --- | --- |
| Cc1cc(=O)[nH]c(-n2nc(C)cc2C)n1 | 3 | -2.6 | 0 | -2 | 1 | -6 | -10 | 3 |
| O=[N+]([O-])c1cc(CN2CCCC2)ccc1Sc1ccc(Cl)cc1 | -3 | 2.2 | -2 | 22 | 0 | 43 | 4 | -8 |
| Cn1c(=O)n(C)c2cc(S(=O)(=O)N3CCN(c4ccccc4)CC3)ccc21 | 6 | 1.9 | 0 | 10 | 1 | 1 | -1 | 1 |
| O=C(O)c1ccc(O)c(N2C(=O)Nc3ccccc3N2O)c1 | 4 | 0.7 | -2 | -7 | 5 | -1 | -16 | -5 |
| Cc1ccc2ncnc(Nc3ccc(C)c(C)c3)c2c1 | 5 | 2.6 | -11 | 8 | -2 | -2 | 9 | 2 |
| COC(=O)Cc1c(C)nc2nc(NCc3ccccc3OC)[nH]n2c1=O | 1 | -7.5 | -1 | 9 | 7 | -4 | -7 | -2 |
| O=C(c1ccco1)c1cc2c(ccc3ccccc32)oc1=O | 1 | 1.3 | 2 | 4 | -15 | 9 | -5 | 1 |
| Cc1ccc(Cn2nnnc2CN2CCC(NC(=O)C(C)(C)C)CC2)cc1 | -1 | -2.9 | -1 | 4 | -7 | -1 | -4 | -5 |
| COc1ccc(CCC(C)NCc2ccc(F)cc2)cc1 (centres undefined) | -6 | 0.7 | -1 | -8 | -2 | nt | 0 | -3 |
| O=S(Cc1ccc(Br)cc1)Cc1nnc(SCc2ccc(Cl)cc2)n1-c1ccccc1 (centres undefined) | 4 | -1.6 | -10 | 15 | -4 | 22 | 20 | 0 |
| CCN(CC)CCCNC(=S)N1CCn2c(nc3ccccc32)C1 | 2 | 0.3 | -5 | -9 | 7 | 9 | -13 | -4 |
| O=C(NNS(=O)(=O)c1ccccc1)c1cccc(F)c1 | -2 | 1.7 | 2 | -11 | -4 | 16 | -11 | -7 |
| CCCN(CC(=O)Nc1ccccc1C)C(=O)c1ccc(C2SCCS2)cc1 | -4 | 0.1 | 2 | 10 | 4 | -10 | 11 | -8 |
| Cc1cccc2c(CCNC(=O)c3ccc([N+](=O)[O-])cc3)c[nH]c12 | 1 | 0.4 | 18* | -6 | -18 | 3 | 25 | -6 |
| Cc1c(C)c2cc(Cl)c(OCc3nn[nH]n3)cc2oc1=O | 1 | -0.9 | 1 | 6 | 14 | -2 | -11 | -2 |
| COc1ccc(N(C)S(=O)(=O)c2cccc(C(=O)OC(C(=O)Nc3cc(C)cc(C)c3)c3ccccc3)c2)cc1 (centres undefined) | -2 | 1.6 | 8 | 18 | -4 | -6 | 16 | -4 |
| O=C(O)C1CCCN(C(=O)c2cccc3ccccc23)C1 (centres undefined) | -2 | -1.4 | 0 | 14 | 0 | -10 | -3 | -6 |
| CSc1nnc(-c2ccc(F)cc2)o1 | 0 | -1.8 | -1 | 3 | -4 | -9 | 5 | 1 |
| COc1ccc(-c2nnc3sc(COc4ccc(C)cc4)nn23)cc1 | -2 | 1.7 | 5 | 5 | 12 | 7 | -3 | 3 |
| O=C(NCC(=O)N1CCN(c2ccccc2O)CC1)c1ccc(Br)o1 | 2 | 0.1 | 1 | 8 | -10 | -10 | -10 | -4 |

2 of the compounds above, with each value named.
Structure: O=S(Cc1ccc(Br)cc1)Cc1nnc(SCc2ccc(Cl)cc2)n1-c1ccccc1 (centres undefined)
  APOBEC3A inh = 4 | MPTP inh = -1.6 | NR3A LBD binder = -10 | CCR6 antagonist = 15 | CXCR6 block = -4 | Gli-Sufu block = 22 | EBI2 antag = 20 | A3G deaminase = 0

Structure: CCN(CC)CCCNC(=S)N1CCn2c(nc3ccccc32)C1
  APOBEC3A inh = 2 | MPTP inh = 0.3 | NR3A LBD binder = -5 | CCR6 antagonist = -9 | CXCR6 block = 7 | Gli-Sufu block = 9 | EBI2 antag = -13 | A3G deaminase = -4

The main list resumes with the 3 entries that preceded the break.
| SMILES | APOBEC3A inh | MPTP inh | NR3A LBD binder | CCR6 antagonist | CXCR6 block | Gli-Sufu block | EBI2 antag | A3G deaminase |
| --- | --- | --- | --- | --- | --- | --- | --- | --- |
| CSc1nnc(-c2ccc(F)cc2)o1 | 0 | -1.8 | -1 | 3 | -4 | -9 | 5 | 1 |
| COc1ccc(-c2nnc3sc(COc4ccc(C)cc4)nn23)cc1 | -2 | 1.7 | 5 | 5 | 12 | 7 | -3 | 3 |
| O=C(NCC(=O)N1CCN(c2ccccc2O)CC1)c1ccc(Br)o1 | 2 | 0.1 | 1 | 8 | -10 | -10 | -10 | -4 |
| O=C(Nc1cccnc1)c1ccc(NC(=O)c2ccco2)cc1 | -2 | 1.5 | 5 | -2 | 2 | -3 | -1 | -6 |
| Cn1c(C=O)c(-c2ccc3c(c2)OCCO3)c2ccccc21 | -4 | -1.3 | -5 | 14 | 6 | -6 | 10 | -10 |
| COc1ccc(NC(=O)CSc2nnc(-c3cccs3)n2C)cc1OC | 0 | -1.7 | 0 | 10 | 1 | 0 | -6 | 4 |
| C[C@H]1CN([C@@H](C)CO)C(=O)c2cccc(NC(=O)C3CC3)c2O[C@H]1CN(C)C(=O)Nc1ccc2c(c1)OCO2 | -2 | 0.7 | -1 | 2 | -1 | -8 | -11 | 3 |
| Cc1cc(C)c(S(=O)(=O)Nc2ccc3[nH]c(=O)[nH]c3c2)c(C)c1 | -1 | 0.2 | -2 | 23 | 4 | 13 | 32 | -1 |
| Cc1ccc(CCC(=O)Nc2nccs2)o1 | -4 | -0.3 | 2 | 7 | -11 | -9 | -12 | -1 |
| COc1ccc(Cl)cc1NC(=O)CN(C)C(C)C(=O)NC(=O)NC1CCCCC1 (centres undefined) | -2 | -2.3 | -16 | 19 | -11 | 7 | 7 | -10 |
| O=C(CCCN1C(=O)c2ccccc2C1=O)NC1=NCCS1 | nt | 0.2 | 1 | 5 | -4 | 18 | -3 | nt |
| Cn1c(N)c(C(=O)c2ccc(F)cc2F)c(=O)n(C)c1=O | -2 | -0.1 | 0 | -10 | -5 | -9 | -3 | -5 |
| CC(OC(=O)CCOc1ccccc1)C(=O)Nc1ccc(Cl)cn1 (centres undefined) | 2 | -0.2 | 2 | -2 | -8 | nt | -8 | 4 |
| COCCN(C(=O)CN1CCc2ccccc21)c1c(N)n(Cc2ccccc2)c(=O)[nH]c1=O | -3 | -0.9 | -1 | -4 | 2 | 0 | -3 | 1 |
| O=C(Nc1nnc(-c2ccccc2F)s1)Nc1ccccc1F | 2 | 1.8 | 0 | 9 | 5 | -69 | -18 | 2 |
| CC(C)(CO)NS(=O)(=O)c1ccc2c(c1)Cc1cc(S(=O)(=O)NC(C)(C)CO)ccc1-2 | -3 | 0.4 | -1 | 5 | -7 | 0 | -4 | -5 |
| Cc1ccc(-n2cnc3c(sc4nccc(N(C)C)c43)c2=O)cc1 | 0 | 0.0 | 0 | -14 | 0 | -31 | 3 | -2 |
| O=C(O)CCc1ncc(C(F)(F)F)cc1Cl | 0 | 1.6 | 1 | -9 | -6 | -3 | -14 | -4 |
| CCNc1nc2ccccc2[nH]1 | 8 | -0.7 | 0 | -7 | 5 | 6 | -8 | 2 |
| Cc1cccc(OCC(=O)NC(=S)Nc2ccccc2N2CCOCC2)c1 | -1 | 2.2 | -5 | 15 | 1 | 7 | 17 | -2 |
| CC(C)c1ccc(C=NNc2ccc([N+](=O)[O-])cn2)cc1 | nt | 7.0 | -3 | 12 | -15 | -110 | 3 | nt |
| CCOC(=O)/C=C1/SCC(=O)N1Cc1ccc(Br)cc1 | nt | -0.7 | 1 | 3 | -1 | 10 | 10 | nt |
| CN1CCN(C(=O)c2ccc3c(c2)N(Cc2ccccc2F)C(=O)c2ccccc2S3=O)CC1 (centres undefined) | 1 | 0.0 | -1 | -2 | 3 | 1 | -3 | -2 |
| Cc1cccc(-c2nnc(SCC#N)n2-c2cccc(Cl)c2)c1 | -1 | -0.4 | 3 | 8 | 8 | 0 | -4 | 0 |
| COc1cccc(C(=O)N2CCOCC2)c1OC | 0 | -1.7 | 0 | 2 | 1 | -28 | 2 | -5 |
| COc1cc(OC)cc(-c2c(-c3cccs3)c3cc(Br)ccc3n2C)c1 | 1 | -1.4 | -4 | 14 | -9 | 3 | 6 | -4 |
| O=C(CCN1CCOCC1)c1ccc(N2CCCCC2)cc1 | -8 | 1.4 | 1 | -5 | -7 | -23 | 4 | -11 |
| CCCCS(=O)(=O)NC1=NCN(CC)CN1 | -3 | -0.3 | -1 | 16 | -2 | 1 | -19 | -5 |
| Cc1ccc(NC(=O)Cn2nc(C)c3ccccc3c2=O)c(C)c1 | -5 | 0.2 | -1 | 6 | 2 | 2 | -1 | -8 |
| CNC(=O)C(C)c1ncc(C(F)(F)F)cc1Cl (centres undefined) | 1 | -2.6 | -4 | 8 | 3 | -8 | -17 | 0 |
| CCSc1nnc(NC(=O)C(Cc2ccccc2)n2cccc2)s1 (centres undefined) | -2 | 2.1 | 0 | 10 | 2 | -18 | -6 | -6 |
| CCOc1ccc(NC(=O)c2ccc(NC(=O)C3CCCO3)cc2)cc1 (centres undefined) | 0 | -1.1 | -6 | 3 | -3 | -5 | -5 | -4 |
| Cc1cccn2c(=O)c(C(=O)NC3CCCCC3)c(O)nc12 | -3 | -0.9 | -1 | 6 | -5 | -6 | 6 | 0 |
| COC(=O)c1cc(C(=O)OCC(=O)NC(=O)c2ccccc2)cc([N+](=O)[O-])c1 | -2 | 0.2 | 2 | 3 | -13 | -13 | -6 | -10 |
| CCOC(=O)c1c(NC(=O)CSc2nnc(-c3ccccc3)o2)sc(C(C)=O)c1C | 4 | 12 | 1 | 11 | -1 | -5 | 10 | -2 |
| O=C(O)C1CCN(C(=O)c2ccccc2C(=O)N2CCC(C(=O)O)CC2)CC1 | 0 | 1.5 | 0 | -8 | 2 | -5 | 1 | 4 |
| COc1cc(Cl)c(C)cc1NC(=O)CN(C)Cc1cccc(OC)c1OC | 2 | 0.5 | -1 | 12 | -6 | 17 | 19 | 2 |
| O=C1CCN(Cc2ccc(Cl)cc2)N1 | -3 | 0.3 | 1 | -3 | -5 | 39 | 5 | -6 |
| Cc1ccc(S(=O)(=O)N2CCN(c3ncnc4sccc34)CC2)cc1C | 1 | 90* | 1 | 7 | 0 | 52 | -14 | 0 |
| O=C(NCCc1ccccc1)/C(=C/c1ccco1)c1ccccc1 | 1 | 1.7 | 3 | -6 | -6 | -5 | 12 | -2 |
| Cc1ccc(C2OC(=O)C=C2c2ccccc2)cc1 (centres undefined) | -2 | 5.5 | -1 | 2 | 0 | -5 | -2 | -2 |
| O=C(C1CCCN(S(=O)(=O)c2cccc3cccnc23)C1)N1CCc2ccccc21 (centres undefined) | 0 | -0.9 | 2 | 18 | 15 | -11 | 3 | -6 |
| CCCCOc1cccc(OCCCC)c1C(=O)Nc1cc(C)on1 | -3 | -2.0 | 0 | 17 | 2 | 10 | 8 | -7 |
| COC(=O)c1ccc(C2C3=C(Nc4nnnn42)c2ccccc2OC3)cc1 (centres undefined) | -1 | 2.3 | -8 | 10 | 9 | 21 | 9 | -5 |

Exported as labelled records: entries from further up.
Compound: O=C(NNS(=O)(=O)c1ccccc1)c1cccc(F)c1
  APOBEC3A inh: -2; MPTP inh: 1.7; NR3A LBD binder: 2; CCR6 antagonist: -11; CXCR6 block: -4; Gli-Sufu block: 16; EBI2 antag: -11; A3G deaminase: -7
Compound: CCCN(CC(=O)Nc1ccccc1C)C(=O)c1ccc(C2SCCS2)cc1
  APOBEC3A inh: -4; MPTP inh: 0.1; NR3A LBD binder: 2; CCR6 antagonist: 10; CXCR6 block: 4; Gli-Sufu block: -10; EBI2 antag: 11; A3G deaminase: -8
Compound: Cc1cccc2c(CCNC(=O)c3ccc([N+](=O)[O-])cc3)c[nH]c12
  APOBEC3A inh: 1; MPTP inh: 0.4; NR3A LBD binder: 18*; CCR6 antagonist: -6; CXCR6 block: -18; Gli-Sufu block: 3; EBI2 antag: 25; A3G deaminase: -6
Compound: Cc1c(C)c2cc(Cl)c(OCc3nn[nH]n3)cc2oc1=O
  APOBEC3A inh: 1; MPTP inh: -0.9; NR3A LBD binder: 1; CCR6 antagonist: 6; CXCR6 block: 14; Gli-Sufu block: -2; EBI2 antag: -11; A3G deaminase: -2
